KinaseGlo FLuc: Counterscreen for Luciferase (Kinase-Glo TM) Inhibition; Potency, µM (series often up to 38.3 µM), without a hit: at the highest dose activity change, negative = inhibition, most hits filed as inhibitors; hit rate 0.28% among 200,000; Luciferin 4-monooxygenase (Photuris pensylvanica), Q27757; Kinase-Glo luciferase, ATP luminescence, 8 min; AID 1379, 2008; further: potency means the concentration at half of the fitted maximal effect; on the % scale 0 is the no-effect control and ±100 the full control effect; nearly all actives have a fitted effect of over 60% in size
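Light output from Kinase-Glo luciferase with luciferin and 10 uM ATP in 50 mM imidazole pH 7.2, KCl, MgCl2, Tween 20, BSA; compound pin-delivered, 8-min ambient incubation, then luminescence read.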
LMNA splice mod: qHTS Assay for Modulators of Lamin A Splicing. AID 1487, 2009. Potency, µM (titrated, usually from 46.1 µM), without a hit: at the top dose ratio change, negative = inhibition, most hits filed as inhibitors. hit rate 0.01% among 200,000. HeLa LMNA splicing GFP/RFP minigene ratio, 48 h; active means well fitted inhibition curve with a large enough effect in the signal ratio, with a control signal flat, not every such curve was filed as active; inconclusive means small, poorly fitted or top-dose-only effect, or effect the other way, or a change in a side signal; the % refers to the signal ratio; further: potency means the concentration at half of the fitted maximal effect; on the % scale 0 is the no-effect control and ±100 the full control effect
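S3 HeLa stable clones carrying a lamin A-EGFP splicing minigene plus DsRed2 were seeded at 600 cells/well in Opti-MEM with 2% FBS, pin-dosed and incubated 48 h at 37°C. Acumen cytometry (488 nm) gave the GFP/RFP total-intensity ratio.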
SMN2 splice up: qHTS Assay for Enhancers of SMN2 Splice Variant Expression | HEK293 SMN2-luciferase splicing reporter, luminescence, 30-36 h | Potency, µM (top dose mostly 46.1 µM), for inactives: at the top dose activity change, positive = activation, most hits filed as activators | hit rate 2.8% among 210,000 | AID 1458, 2008; further: potency means the concentration at half of the fitted maximal effect; % of control where 0% means no effect; nearly all actives have a fitted effect of over 55% in size
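HEK293 cells carry an SMN2 […]–luciferase reporter in which exon 7 inclusion puts luciferase in frame. Cells were plated 10-12 h before compound addition, then incubated 30-36 h at 37C. ONE-Glo luminescence was read; sodium butyrate at 4.5 mM final served as control.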
IMPase Li cell: qHTS Assay for Identifying the Cell-Membrane Permeable IMPase Inhibitors: Potentiation with Lithium. hit rate 0.35% among 210,000. CHO-M1 cells, IP1 TR-FRET (IP-One), carbachol + lithium. Potency, µM (highest dose often 59.4 µM), for the others: at the highest dose activity, negative = IMPase inhibition, hits mostly inhibitors;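 further: IP1 builds up when IMPase is blocked and the TR-FRET signal falls; potency means the concentration at half of the fitted maximal effect; plate controls were basal vehicle for no effect and high inhibitor control for full effect; nearly all actives have a fitted effect of over 50% in size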
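CHO-M1, 2000 cells/well, 16–30 h culture; cpd + low Li+, 30 min 37C; lysis with d2-IP1/Eu-anti-IP1 Ab, 10 min RT; TR-FRET 665/620 ratio and 620 channel; AC50 via Hill.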
HttQ103 aggreg: qHTS Multiplex Assay to Identify Dual Action Probes in a Cell Model of Huntington: Aggregate Formation (GFP); Potency, µM (doses to about 46.1 µM), inactives show at the top dose activity change, negative = inhibition, usual class: inhibitors; hit rate 1.1% among 220,000; PC12 HttQ103-GFP aggregates, Acumen cytometry, 40 h; further: potency means the concentration at half of the fitted maximal effect; on the % scale 0 is the no-effect control and ±100 the full control effect; nearly all actives have a fitted effect of over 60% in size
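Aggregates are detected as GFP objects 1–25 µm with signal 6 STDEV over background in lysates of induced PC12 cells. These carry Huntingtin exon 1 with 103 glutamines fused to GFP under an ecdysone promoter; compounds titrated.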
HTT cytoprotect: qHTS Multiplex Assay to Identify Dual Action Probes in a Cell Model of Huntington: Cytoprotection (ATP); PC12 HTT-Q103 induced, cytoprotection, ATP luminescence, 40 h; Potency, µM (highest dose often 56.4 µM), for the others: cytoprotection (ATP increase), actives largely listed as activators; hit rate 0.14% among 230,000; AID 1471, 2008;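 further: potency means the concentration at half of the fitted maximal effect; % of control where 0% means no effect; nearly all actives have a fitted effect of over 45% in size; toxic huntingtin expression switched on by the ecdysone agonist tebufenozide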
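Readout: ATPlite luminescence (ATP level). Model: stable PC12, inducible Htt exon1 Q103-GFP. Inducer: tebufenozide, 100 nM final. Compounds: dose series. No G418 in medium.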
CBFb-RUNX1 inh: qHTS Assay for Compounds Blocking the Interaction Between CBF-beta and RUNX1 for the Treatment of Acute Myeloid Leukemia; 230,000 tested, under 10 active; AID 1477, 2009; Potency, µM (series often up to 59.8 µM), for inactives: top-dose activity, negative = inhibition, hits mostly inhibitors; AlphaScreen CBFb-His/RUNX1-biotin binding, biochemical; further: % of control where 0% means no effect
Target sequence (Q01196 whole entry, looked up): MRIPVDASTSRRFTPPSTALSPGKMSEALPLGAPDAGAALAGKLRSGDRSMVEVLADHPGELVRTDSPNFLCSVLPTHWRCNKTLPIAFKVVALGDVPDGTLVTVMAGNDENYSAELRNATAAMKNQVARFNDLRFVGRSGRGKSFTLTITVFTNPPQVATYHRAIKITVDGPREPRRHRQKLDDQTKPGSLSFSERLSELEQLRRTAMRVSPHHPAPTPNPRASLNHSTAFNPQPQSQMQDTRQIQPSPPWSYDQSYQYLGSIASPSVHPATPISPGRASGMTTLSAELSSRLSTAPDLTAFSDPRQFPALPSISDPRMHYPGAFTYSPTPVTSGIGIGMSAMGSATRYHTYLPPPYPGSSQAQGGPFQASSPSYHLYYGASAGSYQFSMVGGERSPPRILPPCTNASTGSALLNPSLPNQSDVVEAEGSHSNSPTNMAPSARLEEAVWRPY
Target sequence (Q13951 whole entry, looked up): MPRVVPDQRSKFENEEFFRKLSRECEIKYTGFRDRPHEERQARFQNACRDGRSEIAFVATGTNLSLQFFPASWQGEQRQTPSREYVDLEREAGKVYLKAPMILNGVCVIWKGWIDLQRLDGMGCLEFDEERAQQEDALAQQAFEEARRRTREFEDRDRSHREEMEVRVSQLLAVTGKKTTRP
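AlphaScreen proximity signal reports loss of binding between His-tagged CBF-beta and biotin-labelled RUNX1, each at 30 nM. Proteins are pre-associated for 20 minutes, compounds added for 15 minutes, then beads for 90 minutes, all at ambient temperature.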
An asterisk follows results filed as active; ? = inconclusive; · = not tested or not shown; [ ] = dose if it differs, or a comment. Unless noted, the call rests on the fitted dose curve; in most records, active means well fitted curve in the direction sought with a large enough effect; inconclusive means small, poorly fitted or top-dose-only effect, or another doubt; inactive means no such curve, though single readings can be large; an effect the other way counts as inactive or inconclusive.

SMILES	KinaseGlo FLuc	LMNA splice mod	SMN2 splice up	IMPase Li cell	HttQ103 aggreg	HTT cytoprotect	CBFb-RUNX1 inh
Cn1c(=O)c2c(SCC(=O)c3ccccc3)nc(C3CC3)nc2n(C)c1=O	1.8%	4.6%	-9.7%	37.1%[activator][38.3 µM]	-5.2%	2.3%	1.5%
CCNC(=S)Nc1cccc(F)c1C	2.3%	7.0%[46 µM]	-6.0%	6.1%	-1.3%	-6.3%	12.0%
COCCCNS(=O)(=O)c1ccc(C)cc1	-2.3%	-9.1%[46 µM]	·	-1.3%	9.8%[9.22 µM]	12.4%[10 µM]	3.1%
CN(C)c1cc(-c2ccc(Cl)cc2)oc(=O)c1Cl	·	·	·	·	-0.6%[9.22 µM]	15.1%[10 µM]	6.5%
CCN(CC)CCN(C)C(=O)CCc1nnc(-c2ccc(C)s2)o1	3.6%	·	·	21.0%	3.9%[9.22 µM]	?	4.1%
COCCCN1C(=O)/C(=C\c2cccs2)C(C(=O)OC)=C1C	-1.2%	5.1%[46 µM]	-3.1%	7.9%	-19.0%	-16.1%	-6.3%
CCN(CC(F)(F)C(F)F)S(=O)(=O)c1ccc(NC(=O)OC)cc1	-1.8%	3.9%	-12.3%	2.5%[38.3 µM]	6.3%	-18.9%	-4.8%
O=C(Cc1cc(=O)[nH]c(=O)[nH]1)N1CCC(Cc2ccccc2)CC1	0.4%	5.5%	0.2%	0.2%	-6.4%	25.9%[10 µM]	3.5%
Cc1cccc(-[n+]2c(-c3cccc(Br)c3)[nH]c3nc4ccccc4nc32)c1	·	·	·	·	8.7%[9.22 µM]	12.0%[10 µM]	3.7%
O=C(COC(=O)c1cccs1)c1ccc2c(c1)OCCO2	2.51µM*	3.6%	-9.9%	42.4%[activator][38.3 µM]	10.5%[9.22 µM]	-8.1%	-1.4%
O=S(=O)(Nc1ccncc1)c1ccc(Cl)cc1	-7.5%	1.2%	-1.8%	19.4%[38.3 µM]	5.9%	3.8%	3.9%
O=C(CSc1nc(-c2ccccc2)cs1)NCc1ccco1	-2.9%	-9.5%	-7.7%	7.3%	-1.2%	21.9%[10 µM]	2.5%

Looked up by compound from above:
SMILES	KinaseGlo FLuc	LMNA splice mod	SMN2 splice up	IMPase Li cell	HttQ103 aggreg	HTT cytoprotect	CBFb-RUNX1 inh
CN(C)c1cc(-c2ccc(Cl)cc2)oc(=O)c1Cl	·	·	·	·	-0.6%[9.22 µM]	15.1%[10 µM]	6.5%
CCNC(=S)Nc1cccc(F)c1C	2.3%	7.0%[46 µM]	-6.0%	6.1%	-1.3%	-6.3%	12.0%
O=C(CSc1nc(-c2ccccc2)cs1)NCc1ccco1	-2.9%	-9.5%	-7.7%	7.3%	-1.2%	21.9%[10 µM]	2.5%

Next compounds follow.
SMILES	KinaseGlo FLuc	LMNA splice mod	SMN2 splice up	IMPase Li cell	HttQ103 aggreg	HTT cytoprotect	CBFb-RUNX1 inh
Cc1ccc(NC(=O)/C(=C\c2cccc([N+](=O)[O-])c2)NC(=O)c2cccs2)cc1	-1.5%	13.3%	6.7%	9.9%[38.3 µM]	48.3%	-77.1%[inhibitor]	0.0%
COc1cc(OC)c(C2=NOC(C(=O)Nc3ccc4c(c3)OCO4)C2)cc1Cl (centres undefined)	-0.1%	?	-16.3%	12.3%	6.8%	·	-7.1%
CN1CC(=O)N(C)c2ncn(Cc3ccccc3)c2C1=O	6.6%	-5.4%	3.0%	-0.3%	2.0%	-8.4%[10 µM]	5.2%
Cc1ccc2c(c1)cc(CN(Cc1cccs1)C(=O)c1ccco1)c1nnnn12	-6.6%	?	3.3%	6.4%[38.3 µM]	-8.2%	-3.8%	-8.1%
COCCn1cc(C(=O)NCCCN2CCC(C)CC2)c2c3ccccc3n(C)c2c1=O	-3.2%	-10.2%	7.9%	23.4%[38.3 µM]	-6.4%	19.2%[10 µM]	-1.2%
COc1ccc(/C=C(\NC(=O)c2ccc(OC)c(OC)c2)C(=O)NCCc2c[nH]c3ccccc23)cc1	-4.7%	1.3%	-8.4%	-1.3%[38.3 µM]	13.5%	-30.3%	-14.0%
C=CCn1c(-c2ccc(OC)cc2)csc1=Nc1c(C)n(C)n(-c2ccccc2)c1=O	-4.7%	?	-18.6%	33.3%[activator][38.3 µM]	0.794µM*	?	-8.1%
COc1ccc(NC(=S)NCCc2ccc(S(N)(=O)=O)cc2)c(OC)c1	-1.2%	·	-21.8%	0.2%	-8.2%	·	4.8%
Cc1ccc(/C=C/C(=O)N2CCN(S(=O)(=O)c3c(C)c(C)cc(C)c3C)CC2)o1	2.1%	-13.0%	-17.6%	8.6%	?	?	-15.0%
CCC(CCC(C)C1CCC2C3CC=C4CC(O)CC[C@@]4(C)C3CC[C@@]12C)C(C)C (some centres undefined)	-0.6%	2.6%	0.9%	-4.1%	7.0%	10.1%	·
CC1Cc2nc(SCC(=O)NCc3ccccc3)n(Cc3ccccc3)c(=O)c2S1 (centres undefined)	2.3%	-5.0%	-8.8%	44.1%[activator][38.3 µM]	?	19.2%[10 µM]	16.4%
COc1cc(CO)cc(-c2cc(CO)cc(OC)c2OC)c1OC	0.0%	1.4%	7.0%	22.3%[38.3 µM]	-18.5%	-0.4%[1.9 µM]	7.4%
O=C(NCc1cccnc1)C1CCCN(S(=O)(=O)c2ccc(Br)cc2)C1 (centres undefined)	5.9%	?	-21.7%	-8.8%[38.3 µM]	-0.1%	-3.3%	4.2%
COc1cc(C2C(C#N)=C(N)Oc3c2oc(CO)cc3=O)cc(OC)c1OC (centres undefined)	-1.5%	-7.2%	5.0%	-3.2%[38.3 µM]	0.7%	-14.4%	-2.0%
CN(C)C(/C=C/Nc1ccc(C#N)cc1)=C(C#N)C#N	-2.9%	9.3%	9.9%	4.8%[38.3 µM]	?	-20.8%	3.7%
OCCNCCCCOc1ccc(F)cc1	-6.7%	-1.3%	10.2%	-20.8%[38.3 µM]	-2.0%	-5.2%	0.3%
Nn1c(SCC(=O)N2CCCCC2)nnc1-c1ccncc1	-0.7%	2.7%	3.3%	29.8%[38.3 µM]	-13.3%	0.1%	6.3%
CCCSc1nc2ccsc2c(=O)n1CC	-1.6%	?	-8.6%	2.9%	-7.6%	9.6%[10 µM]	2.5%
CCOC(=O)N1CCN(C(=O)COc2ccc3c(c2)C(=O)CC2(CCN(C(C)=O)CC2)O3)CC1	1.7%	-4.9%	-13.5%	-6.5%	2.1%	17.6%[10 µM]	5.7%
O=C(CCCN1C(=O)c2ccccc2C1=O)N1CCc2ccccc2C1	10.8%	?	-12.7%	-12.9%[38.3 µM]	-3.2%	7.9%	12.2%
Cc1ccc(S(=O)(=O)NCCC(=O)Nc2ccc(Cl)c(Cl)c2)cc1C	·	-18.3%	·	·	-8.4%	7.7%[10 µM]	0.0%
COc1ccc(/C=N/NC(=O)c2ccc(Br)cc2)cc1CN1CCOCC1	·	·	·	·	-11.6%[9.22 µM]	-5.7%[10 µM]	4.0%
Cc1ccc(Nc2nc3ccccc3[nH]2)nc1	-1.1%	-16.6%	11.2µM*	-5.6%	-20.4%	18.7%[10 µM]	-30.0%
CC(C)n1c(O)c(N=Nc2ccc(Cl)c(C(=O)O)c2)c2ccccc21	·	·	·	·	13.0%[9.22 µM]	19.0%[10 µM]	-5.5%
Cc1c(S(=O)(=O)c2ccccn2)c(N)n(Cc2cccc(Cl)c2)c1C	·	·	·	·	-9.1%[9.22 µM]	-11.9%[10 µM]	-1.7%
Cc1ccc(-c2nnc(Nc3ccc(CC(N)=O)cc3)c3ccccc23)cc1S(=O)(=O)NCC1CCCO1 (centres undefined)	·	·	·	·	4.6%[9.22 µM]	23.5%[10 µM]	0.5%
COc1cccc(NS(=O)(=O)CC23CCC(CC2=O)C3(C)C)c1 (centres undefined)	15.8%	-2.1%	-3.8%	17.8%[38.3 µM]	-10.0%	?	0.8%
N/C(=N\OC(=O)c1ccc(Cl)cc1Cl)c1ccccc1	11.2µM*	3.1%	?	13.3%[38.3 µM]	2.0%	-86.0%[inhibitor]	-1.3%
COC(=O)c1sccc1NC(=O)C1CC2CCC1C2 (centres undefined)	-0.5%	8.0%	-14.3%	7.2%[38.3 µM]	-18.7%	-20.3%	7.3%
CCN(CC)c1ccc(NC(=O)c2ccccc2Br)cc1S(=O)(=O)Nc1ccccc1OC	0.4%	?	-32.3%[inhibitor]	8.7%	28.1%	32.0%[10 µM]	-5.1%
CCNc1ncc2nc(C)c(=O)n(Cc3cccs3)c2n1	·	?	·	0.0%	·	-52.2%[inhibitor]	·
COc1ccc(/C=C(\C#N)C(=O)OCC(=O)Nc2c(C)cccc2C(C)C)cc1	-0.6%	-8.0%	-27.8%	0.0%	6.4%	3.6%[10 µM]	9.1%
COc1ccc2c(c1)-c1c(ssc1=S)C(C)(C)N2S(=O)(=O)c1ccc(C)cc1	2.2%	?	-48.5%[inhibitor]	4.8%	14.2%	-1.4%[10 µM]	·
Cc1ccc(N2C(=O)c3n[nH]c(C)c3C2c2ccccn2)cc1 (centres undefined)	0.1%	9.6%	-1.8%	3.1%[38.3 µM]	-0.6%	5.8%	-3.5%
COC(=O)[C@@]1(Cc2ccccc2)[C@H]2c3cc(C(=O)N4CCCC4)n(C)c3C[C@H]2CN1C(=O)c1ccccc1	-0.2%	·	2.3%	0.7%	·	-4.8%	·
CN(CC(=O)NC1CCCc2ccccc21)S(=O)(=O)c1ccc2c(c1)c(=O)n(C)c(=O)n2C (centres undefined)	-2.0%	4.6%	-14.1%	7.9%[38.3 µM]	-12.9%	-7.3%	0.0%
CC(=O)c1ccccc1OCCOCCOc1ccccc1C(C)=O	-1.7%	?	-63.3%[inhibitor]	10.5%	3.7%	·	0.0%
Cc1cccn2c(=O)c(/C=C(\C#N)S(=O)(=O)c3ccccc3)c(Oc3ccc(Cl)cc3)nc12	2.5%	-4.5%	-26.2%	11.4%	-6.4%	-5.0%[10 µM]	2.1%

Compound activity from PubChem.
